# AI-2 QS mod = modulates the Vibrio harveyi AI-2 quorum sensing system | Vibrio harveyi JMH597 AI-2 luminescence/OD600 ratio, 9 h; stronger effect = lower value; strain lacks LuxN and CqsS sensors; 0 = neutral-control median | hit rate 0.4% among 300,000 | activity change, % at 7.5 µM; in the data active means activity change below about -75%, passing the limit was not always enough;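 further: luminescence divided by OD600 gain over 9 h not by final OD600 alone; inactives centre near 13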
# Platelet DG rel = platelet dense granule release activity; AID 1663; inhibition, %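 (compounds screened at 7.5 µM in platelet-rich plasma)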; human platelet-rich plasma, SFLLRN dense granule ATP release, luminescence; hit rate 0.22% among 300,000;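 active means mean replicate score, as percent of positive control, at or above 50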
# HSF1 activator = increases HSF-1 driven luciferase reporter signal. hit rate 1.7% among 300,000. AID 504408. NIH3T3-HGL HSF-1 luciferase reporter, MG132, 8 h; 100% = twice DMSO control signal. activation, % at 9 µM;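 active means mean replicate activation of at least 50% with a set share of replicates each reaching 50%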;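 further: 0% = median of the neutral control wells and 100% = twice that signal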
# HIF activator = HIF pathway transcriptional activation. activation, % at 7.5 µM (by protocol). U2OS HRE-luciferase reporter, luminescence; normalized: DMSO 0%, desferrioxamine 100%. hit rate 0.32% among 300,000;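 active means mean activation of at least 10% of the iron chelator positive control signal, with at least half of replicates also reaching 10%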
# HSF1 inhib = HSF1 inhibition; NIH3T3-HGL HSE-luciferase, MG132-induced, luminescence 8 h; stronger effect = lower value; activity change, negative = inhibition, % at 7.5 µM (by protocol); hit rate 0.77% among 300,000;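 active means more than half of replicate wells show activity change below -50%, luminescence cut by over half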;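 further: luciferase reports HSF-1 transcriptional activity via heat shock element; 0% = median of DMSO wells and -100% = zero luminescence signal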
# IEC-6 tox = counter-screen for KLF5 inhibitors: cytotoxicity in IEC-6 cells | IEC-6 cytotoxicity, luminescence viability | inhibition, % at 5 µM | hit rate 0.78% among 290,000; in the data active means inhibition above about 22%;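 further: 0% = plate median of test compound wells and 100% = cytotoxic reference compound wells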
# aSyn UTR inh = MLPCN primary screen, SNCA 5' untranslated region | alpha-synuclein 5'UTR reporter, inhibitor activity | inhibition, % (tested at 7.5 µM) | hit rate 0.82% among 300,000; in the data active means inhibition above about 60%;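 further: H4 neuroglioblastoma cells stably carrying SNCA 5'UTR luciferase fusion; 0% = DMSO wells and 100% = positive control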
# HSP90 inh = HSP90 refolding inhibition in rabbit reticulocyte lysate | inhibition, % at 5.6 µM | hit rate 0.91% among 290,000 | luciferase refolding luminescence, 3 h | AID 1789;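 active means inhibition above the screen-wide mean plus 3 SD, computed separately per campaign, cut at about 16% in these data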;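 further: 0% = DMSO wells and 100% = 60 µM geldanamycin wells; inhibitors lower the luminescence because luciferase stays unfolded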
# SKKanGAS inh = inhibitors of SKKanGAS S. pyogenes growth in kanamycin (SK-promoter or general growth effect); BacTiter-Glo, 6 h; inhibition, % at 7.5 µM; hit rate 1.3% among 300,000; AID 1662;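 active means mean replicate score, as percent of positive control median, at least 50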;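 further: strain carries kanamycin resistance gene driven by streptokinase promoter and grows in 40 µg/ml kanamycin; loss of luminescence reflects streptokinase promoter inhibition or plain growth inhibition; 0% = median of DMSO wells and 100% = positive control at its reference dose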
# KLF5 inhibitor = inhibitors of KLF5 expression. inhibition, % at 5 µM. DLD-1 KLF5 promoter-luciferase reporter, luminescence. AID 1700. hit rate 0.23% among 290,000;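 active means inhibition above a per-plate limit of that plate's mean compound inhibition plus 3 SD, cut at about 60% in these data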;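 further: 0% = DMSO wells and 100% = LY294002 at 200 µM; higher means less KLF5 promoter-driven luciferase light; inactives centre near -14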
# * = called active by the depositor; nt = no result given.
# Second line of a record: AI-2 QS mod, Platelet DG rel, HSF1 activator, HIF activator, HSF1 inhib, IEC-6 tox, aSyn UTR inh, HSP90 inh, SKKanGAS inh, KLF5 inhibitor
CC1=C(C(=O)Nc2ccccc2F)C(c2cccs2)C2=C(CCCC2=O)N1 (centres undefined)
 : 12, 2, -2, -0.4, -7, 3, -3, -2, 7, -39
O=C(N/C(=C/c1cccs1)C(=O)N1CCOCC1)c1cccs1
 : 6, 3, 5, -0.2, -8, 1, 6, -5, 0, 5
CCc1cccc(NC(=O)c2ccc3c(=O)n4c(nc3c2)CCCCC4)c1
 : 33, -1, -1, 1.2, 1, 4, -127, 4, 10, -33
O=C(Cc1ccccc1F)Nc1ccc(S(=O)(=O)N2CCCCC2)cc1
 : -42, -5, -73, -0.8, -65*, -5, 30, 1, -6, 5
CCN(CC)c1ccc(NC(=S)NCC2CCCO2)cc1 (centres undefined)
 : 24, 0, 48, 2.9, 24, 7, -83, -3, 2, -67
O=c1oc2ccc3ccccc3c2cc1-c1nnc(-c2ccccc2)o1
 : 23, 26, -16, 0.3, -3, 4, -12, -2, 8, -10
COc1cc(CO)ccc1OCc1nnnn1-c1ccc(C)cc1
 : 22, 5, -2, -0.5, -10, 2, 13, 1, -8, -7
CS(=O)(=O)N1CCN(C(=O)CCC2CCCC2)CC1
 : 72, -11, -7, -3.6, -1, 0, 14, -4, -12, -13
CCOC(=O)Cc1csc(N/N=C/c2cccc([N+](=O)[O-])c2)n1
 : 29, 0, -5, -8.1, -3, 8, 6, -5, 3, -11
COc1cccc(-c2noc(-c3cccnc3)n2)c1
 : 7, 12, 44, 4.0, 16, 2, -152, 0, -3, -84
COc1ccc2nc(Cl)c(C#N)cc2c1
 : 11, 0, -72, 1.3, -65*, -4, -9, 2, -4, -32
COc1ccc(NC(=O)c2cccc(OS(=O)(=O)N(C)C)c2)cc1
 : 35, 1, 54*, 0.6, 34, 5, -116, 3, 3, -181
CCOc1ccccc1CNn1nnnc1N
 : 19, 0, 10, 0.3, -4, 0, -1, -1, 3, -13
CCOC(=O)C1CCCN(C(=O)c2cc(S(=O)(=O)N3CCCCC3)ccc2Cl)C1 (centres undefined)
 : 10, -7, 0, 0.1, -1, nt, 6, nt, 1, nt
CCOc1ccc(NC(=O)c2ccc(C#CC(C)(C)O)cc2)cc1
 : 16, -13, -3, -0.5, -4, -3, 0, 0, -1, -39
CC(Oc1cccc2ccccc12)C(=O)N/N=C/c1cccnc1 (centres undefined)
 : -7, 0, 4, -0.1, -6, 5, 12, 0, -5, -24
N#Cc1ccc(-c2cccnc2)nc1SCc1ccc(Cl)cc1Cl
 : -1, -4, 30, -27, 31, 4, 12, 0, 13, -7
Cc1cc(C)n2nnnc2c1C#N
 : 12, 0, 7, -0.5, -1, -8, 7, 3, 0, -23
C=CCn1c(=O)c2c(C)c(C)sc2n2c(Nc3ccc(OC)cc3)nnc12
 : 12, 3, 28, 1.8, 16, -7, 11, 9, 8, 15
CCOc1ccc(OCC)c(S(=O)(=O)N2CCC(C)CC2)c1
 : 4, 10, -11, -0.5, -2, 5, 32, 3, 6, 7
CCOC(=O)C(NC(=O)CC(C)C)(Nc1sc2c(c1C(N)=O)CCCC2)C(F)(F)F (centres undefined)
 : -1, 21, 3, -0.3, -5, -5, 15, 3, 4, -15
Cc1cccc(OCC(=O)NCc2ccncc2)c1C
 : 6, 2, 3, 0.0, 2, 0, -28, 3, -4, -25
CC(C)OC(=O)/C(=C\c1ccccc1)NC(=O)c1ccccc1
 : 26, -3, 5, 0.5, 1, 6, -3, 2, -17, -15
Cc1cc(=O)[nH]c(SCC(=O)NCc2ccc3c(c2)OCO3)n1
 : 6, -3, 3, -0.3, -3, 0, -5, -1, 0, -14
O=C(C1=C(O)C(=O)N(CC2CCCO2)C1c1ccccc1[N+](=O)[O-])c1ccco1 (centres undefined)
 : 14, 14, 14, 0.4, 3, 1, 20, -1, 4, -20
NC(=O)Cn1cc(/C=N\NS(=O)(=O)c2cccc([N+](=O)[O-])c2)c2ccccc21
 : 10, 8, 3, 0.1, -3, 4, 11, -3, 15, -11
S=C(NCCCN1CCOCC1)Nc1ccc(N2CCOCC2)cc1
 : 4, -2, 30, -0.9, 0, -3, -10, -4, 0, -32
O=C(CNC(=O)c1ccc(-c2ccccc2)cc1)OCc1ccc(Br)cc1
 : 32, -3, -3, -0.2, -3, -2, 5, -4, -4, -11
Cc1ccc(S(=O)(=O)N(C)C)cc1NC(=O)/C=C/c1cccs1
 : 25, 6, 4, 0.1, -6, -1, 26, 1, -10, -7
Cc1ccc(OCCN(C)C)c([N+](=O)[O-])c1
 : 3, 21, -11, 0.1, -4, -2, 8, -2, -1, -10

# Looked up one by one from the list above, 4 records:
# Second line of a record: AI-2 QS mod, Platelet DG rel, HSF1 activator, HIF activator, HSF1 inhib, IEC-6 tox, aSyn UTR inh, HSP90 inh, SKKanGAS inh, KLF5 inhibitor
CCN(CC)c1ccc(NC(=S)NCC2CCCO2)cc1 (centres undefined)
 : 24, 0, 48, 2.9, 24, 7, -83, -3, 2, -67
CCOc1ccc(NC(=O)c2ccc(C#CC(C)(C)O)cc2)cc1
 : 16, -13, -3, -0.5, -4, -3, 0, 0, -1, -39
NC(=O)Cn1cc(/C=N\NS(=O)(=O)c2cccc([N+](=O)[O-])c2)c2ccccc21
 : 10, 8, 3, 0.1, -3, 4, 11, -3, 15, -11
COc1cc(CO)ccc1OCc1nnnn1-c1ccc(C)cc1
 : 22, 5, -2, -0.5, -10, 2, 13, 1, -8, -7

# Of the compounds above, 3 contain fluorine:
# Second line of a record: AI-2 QS mod, Platelet DG rel, HSF1 activator, HIF activator, HSF1 inhib, IEC-6 tox, aSyn UTR inh, HSP90 inh, SKKanGAS inh, KLF5 inhibitor
CC1=C(C(=O)Nc2ccccc2F)C(c2cccs2)C2=C(CCCC2=O)N1 (centres undefined)
 : 12, 2, -2, -0.4, -7, 3, -3, -2, 7, -39
O=C(Cc1ccccc1F)Nc1ccc(S(=O)(=O)N2CCCCC2)cc1
 : -42, -5, -73, -0.8, -65*, -5, 30, 1, -6, 5
CCOC(=O)C(NC(=O)CC(C)C)(Nc1sc2c(c1C(N)=O)CCCC2)C(F)(F)F (centres undefined)
 : -1, 21, 3, -0.3, -5, -5, 15, 3, 4, -15

# New compounds follow.
# Second line of a record: AI-2 QS mod, Platelet DG rel, HSF1 activator, HIF activator, HSF1 inhib, IEC-6 tox, aSyn UTR inh, HSP90 inh, SKKanGAS inh, KLF5 inhibitor
CCOC(=O)c1ccc(NC(=S)Nc2ccccc2N)cc1
 : 17, 1, -54, 2.5, -45, nt, -27, nt, 6, nt
C/C=C/c1ccc(OCCOc2ccc(C=O)cc2OC)c(OC)c1
 : 15, 14, 11, -0.1, -6, 3, -21, -2, -5, -49
COc1cc(/C=C/C(=O)OCN2C(=O)c3ccccc3C2=O)ccc1OC(F)F
 : 20, -4, -11, -0.2, -9, 1, 13, -4, -8, -15
COc1ccc(-c2nonc2NC(=O)c2oc3ccc(F)cc3c2C)cc1OC
 : 0, 4, -10, 0.0, 6, 5, -2, 4, 2, -1
Cc1c(C(=O)OCC(C)C)[nH]c2c1C(=O)CC(c1cccs1)C2 (centres undefined)
 : 16, 1, -10, 0.4, -14, 11, 48, -2, 5, 37
CCCNc1nc2c(c(=O)[nH]c(=O)n2C)n1Cc1ccc(F)cc1
 : 3, -9, 5, -0.5, -4, 0, 24, 1, -1, -11
Cn1c(SCC(=O)NCc2cccs2)nnc1-c1ccco1
 : 10, 0, 2, 0.0, -2, 0, 5, 1, 0, 23
COc1nc(/C(N)=N/O)nc(N2CCCCC2)n1
 : 18, 5, 28, -32, 8, -13, 22, -3, 0, -16
COc1ccccc1-n1cnc2c(c1=O)c1nc3ccccc3nc1n2CCc1ccccc1
 : 15, 3, -7, 3.0, -4, -2, 35, -1, 34, -22
CC(=O)Nc1cccc(NC(=O)Cc2nc(-c3ccccc3)sc2-c2ccc(C)cc2)c1
 : 22, -1, 4, 0.1, 7, 9, 8, 0, 11, -31
Cc1c(C)n(CC(O)CN2CCCCC2)c2ccccc12 (centres undefined)
 : 2, -11, 9, -18, -5, 2, 11, -4, 7, -22
O=C(O)CCN1C(=O)c2ccc(NC(=O)Cc3ccc(Cl)cc3)cc2C1=O
 : 5, 1, -7, -0.4, -10, 4, -3, 2, 8, -10
CN(Cc1ccc(Cl)cc1Cl)C(=O)CNC(=O)c1ccco1
 : 13, -4, -6, -0.1, 0, -6, -2, -3, 5, -27
c1ccc(-c2csc3ncn4cnnc4c23)cc1
 : 10, 1, -6, -0.2, -5, 2, -9, -2, -16, -23
O=C(COC(=O)c1ccc(NC(=O)C2CC=CCC2C(=O)O)cc1)c1ccccc1 (centres undefined)
 : 9, 5, 27, 0.2, 3, -1, -14, 4, 4, 8
c1ccc(N=C(c2cccs2)N2CCOCC2)cc1
 : 5, -35, 7, 0.0, 8, -2, 0, -1, -1, -28
Cn1cc(S(=O)(=O)NCc2ccco2)c(=O)n(C)c1=O
 : 15, 22, -23, 0.4, -9, -9, -2, -3, -1, -31
CN1C(=O)/C(=C/C=C2/CCCN2C)N(C)C1=S
 : 25, 1, -5, 0.3, -2, 1, -58, 1, 5, -31
Cc1c(-c2ccccc2)nc(N)c(C#N)c1-c1cccnc1
 : 20, -2, -12, -0.2, -3, 7, 35, 3, -6, 2
COc1ccc(N2C(=O)CSC23C(=O)N2c4c(cccc43)C(C)=CC2(C)C)cc1 (centres undefined)
 : 13, -4, nt, nt, nt, -1, nt, 3, 12, 1
CCCN(CCC)C(=O)c1cc2c(=O)n3cccc(C)c3nc2s1
 : 2, 4, 2, -0.4, -3, 1, -21, -2, -3, -54
CSCC[C@H](NS(=O)(=O)c1ccc(C(C)=O)cc1)c1nnc2ccccn12
 : 26, 4, -2, 0.0, -5, 0, -37, -1, 4, -26
Fc1cc2[nH]cnc2cc1Cl
 : 0, 3, -5, 0.2, -1, 4, -6, 3, -3, -5
CN1C(C(=O)c2ccccc2)=C(N)c2ccccc2S1(=O)=O
 : 5, 2, -5, -0.3, -5, 3, 3, -1, -2, -29
Cc1ccc2nc3c(c(C(=O)OCC(=O)N(C)C4CCS(=O)(=O)C4)c2c1)CCCC3 (centres undefined)
 : 16, 2, 20, 0.1, 1, 2, -13, -2, -9, 8
O=S(=O)(NCc1csc(-c2cccs2)n1)c1cccc(C(F)(F)F)c1
 : 13, 3, 7, 0.2, -2, 6, -9, 2, -3, 15
O=S(=O)(c1ccccc1)[C@@]1(c2ccccc2)C[C@@H]2ON=C(c3cccc(Br)c3)[C@@H]2C1
 : 30, 3, -23, 0.0, -8, nt, 17, nt, 2, nt
NC(=O)N/N=C/c1c(F)cccc1F
 : 20, 23, -10, -0.4, -2, 5, 9, 1, -3, -15
Cc1cc(C)c(S(=O)(=O)Nc2ccnc(-c3cccnc3)n2)c(C)c1
 : 11, 1, 0, 0.0, -4, -4, -17, 0, 12, 0
CCOC(=O)N1CCN(c2nc(C)c3c(n2)CCCC3=O)CC1
 : 19, 3, -77, 1.1, -70*, -1, -27, -4, -1, -19
CCCC1(c2ccccc2)NC(=O)N(CCN2C(=O)c3ccccc3C2=O)C1=O (centres undefined)
 : 23, 0, -5, 0.1, -3, 1, -10, 1, 0, -22
